Compound activity: PubChem, MTDP
RNase H inhibition = RNase H inhibition, HIV 1 Gag Pol polyprotein, FRET biochemical assay, screening (AID 372) | HIV-1 RT RNase H, FRET RNA/DNA substrate fluorescence; higher % means a stronger effect | inhibition, % at 10 µM; hits with a dose series show IC50 in µM | 100,000 tested, 0.77% active; in the data active means inhibition above about 50%
Numbers without * were called inactive.

| Structure | RNase H inhibition |
| --- | --- |
| CCOC(=O)C1=C(C)N=c2s/c(=C\c3ccc(-c4ccc(OC)cc4[N+](=O)[O-])o3)c(=O)n2C1c1ccc(OC)cc1 (stereo not given) | 0.0% |
| CC1(C)CC(=O)C(C=Nc2ccc(F)cc2F)=C(O)C1 | 15.0% |
| c1ccc(-c2csc(NCc3ccco3)n2)cc1 | 22.0% |
| CN(c1ccc(C(=O)Nc2cc(Cl)cc(Cl)c2)cc1)S(=O)(=O)c1ccccc1 | 8.0% |
| S=c1[nH]nc(-c2ccc(Cl)cc2Cl)n1N=Cc1ccccc1Br | 41.0% |
| O=C(CSc1nnc(-c2ccco2)o1)c1ccc(Br)cc1 | 14.0% |
| Cc1cccc(NC2=NC3(CCCCC3)N=C(N)N2)c1C | 9.0% |
| O=C1SC(Nc2ccc(O)cc2)C(=O)N1c1ccccc1 (stereo not given) | 0.0% |
| COc1ccc(NC(=S)NC(=O)c2ccc(OC)cc2)cc1 | 9.0% |
| CCCCNCCCCCCOc1c(C)cccc1C | 0.0% |
| COc1ccccc1/C=C(/C#N)c1nc2ccc(C)cc2[nH]1 | 11.0% |
| Cc1cc(C(=O)Nc2cccc(-c3nc4ccccc4o3)c2)ccc1[N+](=O)[O-] | 14.0% |
| O=C(CSC(=S)N1CCOCC1)c1ccc([N+](=O)[O-])cc1 | 6.0% |
| CCC(=O)N1N=C2c3cc(OC)ccc3CCC2C1c1ccc(N(C)C)cc1 (stereo not given) | 22.0% |
| Cc1cc(Nc2cccc(F)c2)n2c(nc3ccccc32)c1C#N | 7.0% |
| CCOC(=O)C1=C(C)NC(=O)NC1c1cc(Cl)cc(OC)c1O (stereo not given) | 13.0% |
| Cc1cccc(C(=O)CC(=O)c2cc(C)ccc2O)c1 | 0.0% |
| O=C(Nc1ccc2oc(-c3cccc4ccccc34)nc2c1)c1cccc([N+](=O)[O-])c1 | 11.0% |
| O=C(NC(=S)Nc1ccc2oc(-c3ccccc3Br)nc2c1)c1cccs1 | 38.0% |
| C=CCSC1=C(C#N)C2(CCCC2)C(C#N)C(=O)N1 (stereo not given) | 0.0% |
| COc1ccc(C(=O)Nc2cc(C(F)(F)F)ccc2Br)cc1Br | 7.0% |
| Cc1ccc(N2C(=O)SC(Nc3ccc(C)c(Cl)c3)C2=O)cc1 (stereo not given) | 17.0% |
| CN(C)c1ccc(N=Cc2cc(Cl)cc(Cl)c2O)cc1 | 12.0% |
| COc1cc(/C=C2\C(=O)NC(=S)N(c3ccc(Cl)cc3Cl)C2=O)cc(Br)c1OC | 11.0% |
| O=C(N/N=C/c1ccc(O)c([N+](=O)[O-])c1)c1cccnc1 | 14.0% |
| N#Cc1c(NC(=O)c2cc3ccccc3oc2=O)sc2c1CCCC2 | 1.0% |
| CNC(=S)N(Cc1ccc(S(N)(=O)=O)cc1)C1CC(=O)N(c2ccc(OC)cc2)C1=O (stereo not given) | 0.0% |
| O=C(Nc1nccs1)C(=O)NC1CCCCCCC1 | 9.0% |
| Brc1ccc(NCc2cccnc2)cc1 | 0.0% |
| O=c1oc2c(-c3ccc(Cl)cc3)cc(O)cc2s1 | 15.0% |
| COc1ccc(-c2nc(-c3ccc(C(=O)O)cc3)[nH]c2-c2ccc(OC)cc2)cc1 | 19.0% |
| CCOC(=O)COc1c(I)cc(C=O)cc1OCC | 7.0% |
| CCOC(=O)C(CCCOc1ccc(C)c(C)c1)C(=O)OCC | 20.0% |
| Cc1cc(C)c(/C=N/O)c(C)c1/C=N/O | 0.0% |
| COc1ccc(/C=N/NC(=O)C(=O)Nc2cc(C)ccc2C)cc1 | 4.0% |
| OCC(CO)(CO)N=Cc1cc(Cl)ccc1O | 0.0% |
| CCCCOC(=O)C1=C(C)NC2=C(C(=O)CCC2)C1c1ccc(OCC)c(OC)c1 (stereo not given) | 2.0% |
| COC(=O)C1C(=O)CC(C)(O)C(C(=O)OC)C1c1ccc(OC)cc1 (stereo not given) | 5.0% |
| O=C(NCc1ccccn1)Nc1ccc(F)cc1 | 0.0% |
| CCCCCCc1nnc(NC(=O)CCC)s1 | 15.0% |
| CCOc1ccc2nc(S(=O)(=O)O)[nH]c2c1 | 13.0% |
| CCOC(=O)c1c(-c2ccc(Br)cc2)csc1NC(=S)NC(C)=O | 20.0% |
| Fc1ccc(-n2nnnc2SCc2nn[nH]n2)cc1 | 2.0% |
| COc1ccc(NC(=O)Nc2cccc(OC)c2)cc1 | 12.0% |
| COc1cc(/C=N/n2c(-c3ccc(C)cc3)n[nH]c2=S)ccc1O | 8.0% |
| CCN(CC)/C(N)=N/c1nc(C)cc(C)n1 | 6.0% |
| O=C(Nc1nccs1)c1cccc2c1C(=O)c1ccccc1-2 | 0.0% |
| COc1ccc(OCCOc2cccc(Oc3ccccc3)c2)cc1 | 24.0% |
| O=C(CSc1nc2ccccc2o1)N/N=C\c1cc([N+](=O)[O-])ccc1O | 10.0% |
| CCC(SC1=NCCS1)C(=O)N1c2ccccc2Sc2ccccc21 (stereo not given) | 30.0% |
| COc1ccc(NC(=O)c2ccc3c(c2)C(=O)N(c2cccc(C)c2)C3=O)cc1 | 12.0% |
| O=C(O)c1cc(NC(=O)c2ccc3c(c2)C(=O)N(CC2CCCO2)C3=O)cc(C(=O)O)c1 (stereo not given) | 1.0% |
| CCOc1ccccc1/C=C1/SC(NC(C)=O)=NC1=O | 3.0% |
| CC(=O)C1=C(C)NC(SCC(=O)c2ccc(C)cc2)=C(C#N)C1c1ccc(F)cc1 (stereo not given) | 26.0% |
| Cc1ccc(CC2C(=O)N(c3ccc(C)cc3)C(=O)C2C)cc1 (stereo not given) | 5.0% |
| O=C(CCCN1C(=O)c2ccccc2C1=O)Nc1ccccc1C(=O)N1CCCCC1 | 3.0% |
| CCN(CC)CCCNC(=S)Nc1cccc(Cl)c1 | 5.0% |
| COc1ccc(COC(=O)N/N=C(\C)CC(=O)Nc2c(C)cc(C)cc2C)cc1 | 3.0% |
| Oc1oc(-c2ccccc2)nc1C=Nc1ccc(Cl)c2cccnc12 | 0.0% |
| CCOc1ccc(-n2nc3ccc(NC(=O)c4cc5ccccc5o4)cc3n2)cc1 | 9.0% |

Following part
| Structure | RNase H inhibition |
| --- | --- |
| Cc1cc(C(=O)Nc2cccc3nsnc23)ccc1[N+](=O)[O-] | 13.0% |
| CCN(C=NC1=NN(c2ccccc2)CC1)CC | 7.0% |
| O=S(=O)(Nc1cccc(C(F)(F)F)c1)c1ccccc1Cl | 0.0% |
| O=c1oc2cc(OCc3ccc(F)cc3)ccc2cc1-c1nc2ccccc2s1 | 0.0% |
| O=C1NC(=O)N(c2ccccc2)C(=O)/C1=C\c1ccc(OCc2ccccc2F)cc1 | 0.0% |
| CCOC(=O)C(C#N)C(=O)c1ccc(N2C(=O)CCC2=O)cc1 (stereo not given) | 12.0% |
| CCN(CC)CCN1C(=O)C(O)=C(C(=O)/C=C/c2ccccc2)C1c1ccc(C)cc1 (stereo not given) | 0.0% |
| COc1cccc(C2/C(=C(\O)c3ccccc3)C(=O)C(=O)N2CCCC(=O)O)c1 (stereo not given) | 11.0% |
| CC1=C(C(=O)OCC(C)C)C(c2ccccc2F)C2=C(CC(c3cccs3)CC2=O)N1 (stereo not given) | 22.0% |
| N#Cc1c(/N=C/c2cc([N+](=O)[O-])ccc2O)sc2c1CCCC2 | 30.0% |
| O=C(Nc1nc2ccc(Cl)cc2s1)c1ccc(Cl)cc1 | 21.0% |
| O=C(O)c1ccc(NC(=O)c2cccc(N3C(=O)C4C5CCC(C5)C4C3=O)c2)cc1 (stereo not given) | 0.0% |
| O=C(Nc1ccc([N+](=O)[O-])cc1)c1ccc(-c2ccc(Cl)c(Cl)c2)o1 | 50.0%* |
| Cc1cc(C=O)c(C)n1-c1ccc(NC2CCCC2)c([N+](=O)[O-])c1 | 31.0% |
| O=C(NC(=S)Nc1ccc2oc(-c3ccc(Cl)c(Cl)c3)nc2c1)c1ccccc1F | 8.0% |
| NC1=NC(=O)/C(=C/c2ccc(OCc3ccc(Cl)cc3)cc2)S1 | 21.0% |
| CCOC(=O)c1cccc(NC(=O)c2c(-c3c(Cl)cccc3Cl)noc2C)c1 | 31.0% |
| CC(=O)CC(=O)Nc1ccc(C(C)C)cc1 | 8.0% |
| O=C1/C(=C/c2cc(Br)cc([N+](=O)[O-])c2O)Sc2ccccc21 | 10.0% |
| Cc1ccccc1C(=O)NNC(=O)c1ccc2ccccc2c1 | 3.0% |
| COC(=O)[C@]1(C)C=C2C3=CC(=O)C4[C@@]5(C)CCC(O)C(C)(C)C5CC[C@@]4(C)[C@]3(C)CC[C@@]2(C)CC1 (stereo not given in full) | 13.0% |
| Cc1ccc(C2N(c3ccccc3)CCN2c2ccccc2)s1 | 19.0% |
| O=C(NCc1cccnc1)c1cc(-c2ccccc2)nc2ccccc12 | 18.0% |
| Cc1ccccc1C(=O)NC(=S)Nc1cccc(-c2nc3ncccc3o2)c1 | 10.0% |
| O=[N+]([O-])c1ccc(S(=O)(=O)N2CCSC2c2ccc(Cl)cc2)cc1 (stereo not given) | 0.0% |
| NC1=NC(=O)CC(C(=O)Nc2ccc(Cl)cc2)S1 (stereo not given) | 0.0% |
| CC(=O)C1=C(C)N=c2s/c(=C/c3ccc(N(C)C)cc3)c(=O)n2C1c1ccccc1 (stereo not given) | 0.0% |
| CC1=NN(c2ccccc2)C(=O)/C1=C\c1ccc(N2CCOCC2)c([N+](=O)[O-])c1 | 22.0% |
| CCOc1ccc(N2C(=O)NC(=O)/C(=C/c3cc(Br)c(OC)c(OC)c3)C2=O)cc1 | 9.0% |
| COc1ccc(C(=O)NC(=S)Nc2cc(-c3nc4cc(Cl)cc(Cl)c4o3)ccc2C)cc1 | 20.0% |
| COc1ccc(Br)cc1/C=C/C(=O)Nc1ccccc1OC | 11.0% |
| COC(=O)CN(c1cc(C)ccc1C)S(=O)(=O)c1ccccc1 | 0.0% |
| N#C/C(=C\c1ccc(-c2ccc(Cl)cc2)o1)c1ccc(Cl)cc1 | 38.0% |
| CN1CCN(C(=O)c2nn3c(C(F)(F)F)cc(-c4ccc(Br)cc4)nc3c2Br)CC1 | 3.0% |
| CC1CCN(CCC(=O)N/N=C/c2ccc(N(C)C)cc2)CC1 | 18.0% |
| CC(=O)OCc1cc(C(C)=O)ccc1OC(C)=O | 0.0% |
| O=C(NC(=S)Nc1ccc(O)c(-c2nc3ccccc3s2)c1)c1cc2ccccc2o1 | 18.0% |
| CNC(=O)C(=O)Nc1c(C)cccc1C | 1.0% |
| C=CCOCC(O)CSCc1ccc(Cl)cc1 (stereo not given) | 0.0% |
| CCc1ccc(NC(=O)c2ccc(Cl)c([N+](=O)[O-])c2)cc1 | 8.0% |
| C=CCSc1nnc2c(n1)OC(/C=C/c1ccco1)Nc1ccccc1-2 (stereo not given) | 14.0% |
| CCOC(=O)c1ccccc1NC(=O)CCNS(=O)(=O)c1ccccc1[N+](=O)[O-] | 2.0% |
| O=C1CC(N2CCN(c3ccccn3)CC2)C(=O)N1c1ccc(Br)cc1 (stereo not given) | 0.0% |
| CCCCN(C)C(=O)c1ccc(C(=O)N(C)CCCC)cc1 | 5.0% |
| Cc1ccc(N2C(=O)CC(Sc3ccc4ccccc4c3)C2=O)cc1 (stereo not given) | 7.0% |
| Cc1c(Cc2ccccc2)c(=O)oc2c(C)c(OCC(=O)N(C)C)ccc12 | 0.0% |
| O=C(Nc1ccccc1[N+](=O)[O-])C1COc2ccccc2O1 (stereo not given) | 28.0% |
| O=C(c1sc2cc(F)ccc2c1Cl)N1CCc2ccccc2C1 | 24.0% |
| CC(C)OC(=O)c1c(-c2ccc(Br)cc2)csc1NC(=O)C1C2CCC(C2)C1C(=O)O (stereo not given) | 17.0% |
| CCC(C)C(NC(=O)c1cc(C)oc1C)C(=O)O (stereo not given) | 0.0% |
| Nc1ccc2nc(SCc3ccc([N+](=O)[O-])cc3)sc2c1 | 12.0% |
| CCn1c2ccccc2c2cc(C=Nc3ccc(C#N)cc3)ccc21 | 3.0% |
| CC(=O)Nc1ccc(N2C(=O)c3c(Cl)c(Cl)c(Cl)c(Cl)c3C2=O)cc1 | 17.0% |
| O=c1cc(-c2ccccc2)nc2cc(-c3cccc(F)c3)[nH]n12 | 0.0% |
| C/C(=N\Nc1nnc2c(n1)[nH]c1ccccc12)c1ccc2c3c(cccc13)CC2 | 17.0% |
| CCc1ccc2[nH]c3nc(NN)nnc3c2c1 | 5.0% |
| CC/C(=N\NC(=O)c1ccc(N2CCCC2=O)cc1)c1ccccc1 | 0.0% |
| N/C(=N\OCC(=O)Nc1ccccc1)c1nonc1N | 4.0% |
| Cc1cc(Br)c(OCCCCOc2cccc3cccnc23)cc1C | 23.0% |
| FC(F)(F)c1ccccc1-n1ncnc1-c1ccc(Cl)cc1Cl | 11.0% |

Sorted by molar mass (lowest first): part of the list above
| Structure | RNase H inhibition |
| --- | --- |
| N/C(=N\OCC(=O)Nc1ccccc1)c1nonc1N | 4.0% |
| FC(F)(F)c1ccccc1-n1ncnc1-c1ccc(Cl)cc1Cl | 11.0% |
| CC(=O)Nc1ccc(N2C(=O)c3c(Cl)c(Cl)c(Cl)c(Cl)c3C2=O)cc1 | 17.0% |

Continuation.
| Structure | RNase H inhibition |
| --- | --- |
| CC(=O)c1ccc(NC(=O)c2ccc(N3C(=O)c4ccccc4C3=O)cc2)cc1 | 9.0% |
| COc1ccc(-c2nnc(NC(=O)c3ccccc3I)s2)cc1 | 17.0% |
| O=[N+]([O-])c1ccc(N2CCN(Cc3ccc(OCc4ccccc4)cc3)CC2)cc1 | 2.0% |
| O=S(=O)(c1ccc(F)cc1)N1CCN(Cc2cccc(F)c2)CC1 | 4.0% |
| COc1ccc(/C=C2\C(=O)NC(=O)N(c3ccccc3)C2=O)c(C)c1 | 9.0% |
| Nc1nonc1C(=Nc1ccccc1)NOCc1ccc(Cl)cc1Cl | 32.0% |
| O=C(NCCO)/C(=C\c1ccco1)NC(=O)c1cccs1 | 2.0% |
| CC(=O)N1CC(c2ccccc2)CC1=O (stereo not given) | 11.0% |
| CCCC(=O)Nc1ccc(N2CCCCC2)cc1 | 0.0% |
| O=C(CSc1n[nH]c(=O)[nH]c1=O)N/N=C/c1ccccc1 | 0.0% |
| O=C1NC(=O)C2(COC3(CCCC3)OC2)S1 | 0.0% |
| CCCC1=NN2C(=N)/C(=C/c3ccc4c(c3)OCO4)C(=O)N=C2S1 | 0.0% |

Only part of the results is shown, so the mix of outcomes need not match the whole.
